ABHD4 inh: ABHD4 inhibitors, primary screen, biochemical, fluorescence polarization, mouse; (Lyso)-N-acylphosphatidylethanolamine lipase (Mus musculus), Q8VD66; purified mABHD4, FP-Rh probe fluorescence polarization; inhibition, % at 8.92 µM; 370,000 compounds, 0.54% hits; AID 720543, 2013;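 active means inhibition exceeding the mean over every tested compound plus 3 SD, cut at about 30% in these data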;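 further: 0% = plate median of compound wells and 100% = S159A mutant with DMSO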
Target sequence (Q8VD66 whole entry, looked up): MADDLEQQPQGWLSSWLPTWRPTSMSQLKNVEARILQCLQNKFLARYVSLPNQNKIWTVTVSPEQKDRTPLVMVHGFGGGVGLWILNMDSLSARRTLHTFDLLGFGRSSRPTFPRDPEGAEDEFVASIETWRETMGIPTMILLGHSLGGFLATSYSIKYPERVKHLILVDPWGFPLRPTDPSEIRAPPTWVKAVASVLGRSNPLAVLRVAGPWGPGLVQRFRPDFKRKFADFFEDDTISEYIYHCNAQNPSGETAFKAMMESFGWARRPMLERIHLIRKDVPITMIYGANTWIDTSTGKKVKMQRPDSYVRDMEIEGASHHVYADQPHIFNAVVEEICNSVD
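Assay system: Wild-type mouse ABHD4 protein | Medium: HEPES pH 7.0 buffer, 150 mM NaCl, 0.01% Pluronic F-127 | Incubation: Enzyme–compound pre-incubation 45 min, then probe 60 min, both 25 °C | Technique: Fluorescence polarization with parallel and perpendicular emission, 525/598 nm | Evaluation: % inhibition of FP-Rh probe binding versus controls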
HTRA1 inhibitor: HTRA1 serine protease inhibitors, primary screen, biochemical, fluorescence polarization, HTS | Q92743 | recombinant HTRA1, FP-rhodamine activity-based probe | inhibition, % at 5.96 µM | 340,000 compounds, 0.5% hits | AID 504803, 2011; in the data active means inhibition above about 36%;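 further: 0% = enzyme with DMSO and 100% = wells lacking enzyme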
NPR2 activator: human GC-B receptor activators, primary screen, HEK293 GC-B cells, cGMP TR-FRET, EC30 CNP. Atrial natriuretic peptide receptor 2 (Homo sapiens), P20594. 370,000 compounds, 0.11% hits. activation, % at 10 µM. 0% at EC30 CNP, 100% saturating CNP;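 active means activation at 10 µM reaching about 35% in either raw or pattern-adjusted values, limit read from the data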
LEDGF integ inh: blockers of LEDGF/p75-dependent integrase strand transfer – biochemical, TR-FRET, high throughput, primary screen; AID 743269, 2014; HIV-1 integrase (with human LEDGF/p75); TR-FRET IN-LEDGF/p75 DNA integration, Eu/Cy5; 370,000 compounds, 0.64% hits; inhibition, % at 3.7 µM;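 active means inhibition above the screen-wide mean plus 3 SD, cut at about 13% in these data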;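 further: signal is the Cy5 over europium emission ratio at 671 and 618 nm; 0% = plate median of compound wells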
PRMT1 FP inh: PRMT1 methyltransferase inhibitors, primary screen, biochemical, fluorescence polarization; Protein arginine N-methyltransferase 1 (Homo sapiens), Q99873; recombinant PRMT1, activity-based probe fluorescence polarization; inhibition, % at 2.79 µM; 370,000 compounds, 1.3% hits; AID 652257, 2013;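 active means inhibition above about 21% made by adding two undisclosed values, limit read from the data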
TCR CD3 inh: inhibitors of human TCR-CD3 interaction, primary screen, biochemical, fluorescence, TAMRA-labeled TCR probe. T-cell receptor (TCR). inhibition, % at 9.4 µM. 360,000 compounds, 0.37% hits; in the data active means inhibition above about 19%;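 further: recombinant mutant TCR 2C K166C tagged with TAMRA read by polarization; 0% = receptor in buffer alone and 100% = receptor with positive control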
rCAG binder: binders of r(CAG) RNA repeats, primary screen, biochemical, fluorescence; r(CAG) RNA repeat, TO-PRO-1 dye displacement fluorescence; inhibition, % at 3 µM; 370,000 compounds, 1.3% hits;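 active means inhibition above the plate cutoff, the mean of all test compounds on that plate plus 3 SD, cut at about 35% in these data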;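 further: 0% = DMSO alone and 100% = 100 µM mitoxantrone as full dye displacement; higher means more dye released from RNA so lower well fluorescence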
MBD2 DNA inh: inhibitors of MBD2 binding to methylated DNA, primary screen, biochemical, TR-FRET, DNA-binding domain, human. Methyl-CpG-binding domain protein 2 (Homo sapiens), Q9UBB5. MBD2 binding to methylated oligonucleotide. inhibition, % at 4.4 µM. 370,000 compounds, 0.31% hits; in the data active means inhibition above about 13%
SIAE primary: human SIAE inhibitors, primary screen, biochemical, fluorescence polarization, FP-Rh probe, 1536-well HTS; inhibition, % at 9.66 µM; Sialate O-acetylesterase (Homo sapiens), Q9HAT2; AID 1053197, 2014; SIAE FP-Rh probe binding; 370,000 compounds, 0.69% hits;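 active means inhibition above a cutoff: mean of compounds within the control limits plus 3 SD of those, cut at about 17% in these data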;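 further: 0% = plate median of compound wells and 100% = probe without SIAE protein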
Target sequence (Q9HAT2 whole entry, looked up): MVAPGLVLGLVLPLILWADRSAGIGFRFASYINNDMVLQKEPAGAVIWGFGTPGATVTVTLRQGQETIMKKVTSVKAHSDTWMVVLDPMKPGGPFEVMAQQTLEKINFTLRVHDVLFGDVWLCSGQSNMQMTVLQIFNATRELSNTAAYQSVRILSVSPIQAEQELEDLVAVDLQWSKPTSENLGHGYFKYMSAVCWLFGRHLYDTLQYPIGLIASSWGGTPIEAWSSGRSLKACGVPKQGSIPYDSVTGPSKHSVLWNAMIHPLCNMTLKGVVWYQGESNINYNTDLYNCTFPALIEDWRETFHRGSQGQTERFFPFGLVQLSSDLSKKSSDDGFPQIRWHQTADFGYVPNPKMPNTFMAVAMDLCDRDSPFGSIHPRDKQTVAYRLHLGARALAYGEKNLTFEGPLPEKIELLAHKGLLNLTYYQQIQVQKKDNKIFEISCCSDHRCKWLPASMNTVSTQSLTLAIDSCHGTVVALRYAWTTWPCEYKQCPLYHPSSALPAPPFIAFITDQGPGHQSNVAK
TDP2 inh: human TDP2 enzyme inhibitors, primary screen, biochemical, epi absorbance, recombinant enzyme; inhibition, % at 12.8 µM; 370,000 compounds, 0.34% hits; T5PNP hydrolysis, p-nitrophenol absorbance 415 nm;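 active means inhibition above the mean of all tested compounds plus 3 SD, set per campaign, cut at about 25% in these data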;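 further: 0% = DMSO with enzyme and 100% = buffer with substrate but no TDP2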
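System – recombinant human TDP2 · Quantity – TDP2 enzyme at 120 nM final · Doses – single concentration, 12.8 µM nominal, with 1% DMSO · Incubation – 2 h at 37 °C · Measured by – epi absorbance of p-nitrophenol freed from T5PNP by hydrolysis · Read-out – % inhibition relative to enzyme-containing and enzyme-free wells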
Active calls of the source: *; . = no result given. Only part of the results is shown; count on the stated rates, not on these rows.

nr	Structure	ABHD4 inh	HTRA1 inhibitor	NPR2 activator	LEDGF integ inh	PRMT1 FP inh	TCR CD3 inh	rCAG binder	MBD2 DNA inh	SIAE primary	TDP2 inh
1	Cc1ccc2nc(NNC(=O)c3ccc(S(=O)(=O)N4CCc5ccccc5C4)cc3)sc2c1	-1	49*	3	0	-3	-4	51*	-4	-6	3
2	COc1ccc(/C=N/NC(=O)CNc2c(Br)cc(C)cc2Br)c(C(=O)O)c1OC	1	-2	-5	1	-3	1	11	-1	-1	1
3	CC1(C)Cc2c(c(N3CCOCC3)nc3sc4c(NN)ncnc4c23)CS1	-4	-7	-3	3	-2	1	3	-3	0	0
4	O=C(N/C(=C\c1cccc([N+](=O)[O-])c1)C(=O)N1CCOCC1)c1ccc([N+](=O)[O-])cc1	3	1	3	-3	4	1	-2	-3	0	-3
5	N#CC1=C(N)Oc2c(O)cc3ccccc3c2C1c1ccsc1 (stereo unspecified)	-6	29	-4	-4	2	3	25	-2	7	-9
6	CCCCCC(=O)N1CC2(CC(c3cccc(NC(=O)[C@@H]4CCC(=O)N4)c3)=NO2)C[C@@H]1C(N)=O (stereo partly specified)	8	-1	4	2	-1	5	-1	5	-1	1
7	FC(F)Sc1ccc(NC(=S)NCc2ccccc2)cc1	-31	-22	1	-3	5	5	10	2	3	-13
8	Cc1cccc(C(=O)OCN2C(=O)c3ccccc3C2=O)c1[N+](=O)[O-]	1	-8	0	1	-2	-2	-3	-4	8	-14
9	Cc1ccc(NC(=O)N2CCc3ccccc32)cc1C	-6	-11	-1	-1	-8	4	-2	2	5	2
10	CSc1ncc(C(=O)Nc2ccc(C)cc2C)c(C)n1	8	3	-1	-4	2	-6	-2	6	-5	-3
11	COc1ccc(/C=C(/NC(=O)c2ccccc2)C(=O)N2CCCC2)cc1OC	-3	3	-2	1	2	7	-1	0	7	-7
12	OCC1(CO)CCCC(CO)(CO)C1O	-4	1	2	-2	0	7	1	-8	4	-5
13	Cc1ccc(S(=O)(=O)Nc2ccc(NC(=O)c3cccs3)cc2)cc1	-22	-59	-3	-1	5	2	11	3	-5	-3
14	O=C(C1CCCO1)N1CCN(c2ccccn2)CC1 (stereo unspecified)	-9	0	2	2	3	0	-1	10	-10	5
15	CC1CCc2cc(F)ccc2N1C(=O)CCC(=O)O (stereo unspecified)	5	5	2	0	-1	11	3	-4	8	0
16	O=C(c1ccco1)c1n[nH]nc1-c1ccccc1	-7	0	-2	3	6	-4	6	6	-4	5
17	COc1ccccc1CC1(C)NC(=O)N(CC(=O)N2CCc3ccccc3C2)C1=O (stereo unspecified)	-1	5	2	0	-1	3	-5	-2	8	2
18	Cc1cccc(-n2ncc3c(=O)[nH]c(SCC(=O)Nc4cc(C)on4)nc32)c1	3	5	-3	4	-4	6	0	-1	-7	-5
19	CCOc1ccc(-c2c(C(=O)N/N=C(\C)c3ccncc3)nnn2-c2nonc2N)cc1	-11	-6	0	3	-3	6	0	-2	-8	7
20	CCOc1ccc(N2CC(C(=O)Oc3ccccc3)CC2=O)cc1 (stereo unspecified)	-5	2	-5	1	-1	5	2	-6	2	-7
21	COc1cccc(C(=O)Oc2ccc3ccc(=O)oc3c2)c1	0	-11	-2	-4	2	2	-2	2	-2	2
22	CCCn1c(COc2ccccc2OC)nc2ccccc21	-4	0	-5	-1	-1	3	-7	-1	7	1
23	Cc1ccc(S(=O)(=O)N[C@@H](C)C(=O)N2CCC(C(=O)N[C@@H](Cc3ccccc3)C(=O)O)CC2)cc1	-1	0	5	2	0	6	4	-3	-1	9
24	Nc1ccc2c(c1Cl)C(=O)c1ccc(N)c(Cl)c1C2=O	21	7	-2	4	3	10	19	-6	13	10
25	Cc1ccccc1/C=N\NC(=O)c1csnn1	1	-5	6	-2	-2	-4	1	-3	6	7
26	O=C(c1ccc(CS(=O)c2ccccc2Cl)o1)N1CCOCC1 (stereo unspecified)	-3	7	2	-6	5	-6	-3	9	-2	-2
27	Cc1ccccc1NC(=O)C1CC(=O)N(Cc2ccccc2)C1 (stereo unspecified)	6	5	-4	3	0	-4	-3	-3	2	2
28	CCCOc1ccc(C2C(C(=O)OC)=C(C)N=C3SCCC(=O)N32)cc1OCC (stereo unspecified)	-8	-6	-10	-4	3	0	6	6	-7	-7
29	O=C(NCCS(=O)(=O)N1CCN(c2cccc(Cl)c2)CC1)c1cc(=O)c2ccccc2o1	2	-2	-6	-7	1	1	10	2	-6	-4
30	O=C(COc1ccccc1Br)NC1CCCC1	5	-3	3	-4	0	1	-4	-3	2	-3
31	COc1ccccc1N(C)S(=O)(=O)c1ccc(C(=O)Nc2ccc3nc(C)sc3c2)cc1	-63	-66	5	4	-2	4	6	-3	-57	2
32	Cc1ccc(C(=O)N/N=C/c2cn(Cc3ccccc3)c3ccccc23)cn1	4	2	7	3	-1	-2	1	5	8	-7
33	CCN(CC)C(=O)c1cc(-c2ccc(Br)cc2)on1	6	-4	-1	-2	-1	1	-5	-2	7	6
34	Cc1ccc(NC(=O)CCc2nc3ccccc3s2)c(O)c1	-2	-18	-3	1	4	-2	-4	-6	4	10
35	C[C@H]1CN([C@@H](C)CO)C(=O)c2cccc(NC(=O)C3CC3)c2O[C@H]1CN(C)Cc1ccncc1	5	2	5	3	0	-1	-2	-3	6	4
36	Cc1ccc(-n2c(C)cc(-c3csc(N)n3)c2C)cc1	18	52*	8	8	18	-2	17	1	9	1
37	Cc1ccc(OCc2nnc(SC3CCc4ccccc4C3=O)n2C)cc1 (stereo unspecified)	10	-4	1	2	2	3	-6	-10	4	-2
38	Cc1c(C(=O)Nc2ccccc2)sc2nc(-c3ccccc3)cn12	-23	-55	2	2	-3	1	9	-1	-2	0
39	N#Cc1cc(-c2ccccc2)oc1NC(=O)c1ccco1	6	6	2	-6	5	-5	1	2	6	-8
40	CN(C)c1ccc(CN(CC2CCCO2)C(=O)c2cccs2)cc1 (stereo unspecified)	-2	-2	-3	-1	0	0	-6	-2	-2	1
41	Cc1ccc(C)c(N(CC(=O)NN=C2CCN(C)CC2)S(=O)(=O)c2ccccc2)c1	-5	-19	-2	-2	-2	-3	4	-2	-1	-8
42	COC(=O)c1sccc1S(=O)(=O)Nc1ccc(Cl)cc1	3	5	-12	4	-5	-5	-2	-4	-2	-4
43	Cc1ccc(S(=O)(=O)NC[C@H]2O[C@@H](n3ccc(N)nc3=O)[C@H](O)[C@@H]2O)s1	3	-3	4	3	0	-3	1	-5	4	13
44	C[C@H](CO)N1C[C@H](C)[C@@H](CN(C)Cc2ccccc2)Oc2c(NS(=O)(=O)c3cn(C)cn3)cccc2C1=O	3	3	2	0	-2	-3	-1	0	-2	8
45	Cc1ccc2c(c1)OC(c1ccc3c(c1)OCCO3)CC2=O (stereo unspecified)	2	-18	0	-3	2	1	-7	5	8	-1
46	CC(=O)Nc1ccccc1C(=O)C(=O)NCCc1ccccc1	4	6	3	-3	0	0	5	5	-13	-10
47	COc1ccc(S(=O)(=O)NC(C)C(=O)NCc2cccnc2)cc1Cl (stereo unspecified)	2	-1	1	0	0	1	0	-2	-1	-11
48	CCCSc1nc2cc(C)c(C)cc2n1CC(O)CO (stereo unspecified)	-1	-6	1	-4	2	3	-2	0	-4	-13

Part of the list above in order of length of the SMILES, falling.
nr	Structure	ABHD4 inh	HTRA1 inhibitor	NPR2 activator	LEDGF integ inh	PRMT1 FP inh	TCR CD3 inh	rCAG binder	MBD2 DNA inh	SIAE primary	TDP2 inh
44	C[C@H](CO)N1C[C@H](C)[C@@H](CN(C)Cc2ccccc2)Oc2c(NS(=O)(=O)c3cn(C)cn3)cccc2C1=O	3	3	2	0	-2	-3	-1	0	-2	8
46	CC(=O)Nc1ccccc1C(=O)C(=O)NCCc1ccccc1	4	6	3	-3	0	0	5	5	-13	-10
48	CCCSc1nc2cc(C)c(C)cc2n1CC(O)CO (stereo unspecified)	-1	-6	1	-4	2	3	-2	0	-4	-13

More results.
nr	Structure	ABHD4 inh	HTRA1 inhibitor	NPR2 activator	LEDGF integ inh	PRMT1 FP inh	TCR CD3 inh	rCAG binder	MBD2 DNA inh	SIAE primary	TDP2 inh
49	Cc1ccc(-c2csc(NC(=O)c3ccc(S(=O)(=O)N4CCc5ccccc54)cc3)n2)cc1	-14	-34	2	0	6	7	19	2	-81	9
50	Cc1ccc(Sc2nc(-c3ccccc3)ccc2C#N)cc1	2	-4	3	1	2	5	2	1	-5	6
51	O=C(Cc1cnn(-c2ccccc2)c1)c1ccc(O)c(O)c1O	24	69*	-2	22*	39*	10	34	4	-15	-7
52	C[N+]1(CCCCCCC(=O)/C=N/O)CCCCCC1	4	4	0	3	1	-2	-1	0	19*	2
53	COc1ccccc1CC(=O)O/N=C(\N)c1cccc([N+](=O)[O-])c1	-2	-15	0	-1	2	-4	0	-8	5	-1
54	CC(=O)/C=N/Nc1ccccc1	5	3	5	1	-1	4	-1	-4	-4	-9
55	O=S(=O)(NC1CCCC1)c1ccc(S(=O)(=O)N(Cc2cccs2)CC2CCCO2)cc1 (stereo unspecified)	0	-18	2	-5	3	-4	-4	4	-4	1
56	COc1ccc2[nH]c3c(c2c1)CCN1C(=O)C(CC(=O)NCCCN(C)C)C[C@H](C(=O)N2CCCCC2)[C@@]31CCc1ccccc1 (stereo partly specified)	0	-2	3	3	-3	5	10	-1	3	8
57	O=C(CC1C[C@H](C(=O)N2CCCCC2)[C@@]2(CCc3ccccc3)c3[nH]c4ccccc4c3CCN2C1=O)NCc1cccc(C(F)(F)F)c1 (stereo partly specified)	0	7	-3	0	1	9	3	-3	-7	-4
58	COc1ccc(C(=O)OCCc2cc3ccccc3c(=O)o2)cc1	-9	-8	-4	2	-3	7	-4	-2	-3	8
59	COc1cc(C(CCN2CCCC2)c2c(OC)cc(OC)c3ccc(=O)oc23)cc(OC)c1OC (stereo unspecified)	1	2	-11	-3	-2	-10	8	6	14	1
60	O=C(Nc1cccc(S(=O)(=O)C(F)(F)F)c1)[C@H]1C[C@H](O)[C@@H](CO)O1	8	.	1	-1	1	1	0	3	2	14
61	C=CCOc1ccc(/C=C/C(=O)OCC(=O)NNC(=O)c2ccccc2F)cc1	-15	-1	-5	1	-3	-3	-1	-5	-15	-10
62	Cc1c(Cl)cccc1NC(=S)NCc1ccccc1Cl	-12	-22	1	0	0	11	-1	1	1	-6
63	Cc1cc(NC(=O)CCC(=O)N(c2ccccc2F)C(C(=O)NC2CCCC2)c2ccccc2)no1 (stereo unspecified)	-1	-1	-4	-4	3	-9	-5	3	-1	10
64	Cc1cc(NC(=O)c2ccccc2)n(-c2ccccc2)n1	0	-8	0	2	0	8	-2	1	8	1

Compound activity from PubChem BioAssay.
